Bcl-B Bim block = inhibitors of Bim-Bcl-B interaction, human. bead-based flow cytometry, Bim peptide-Bcl-B binding. inhibition, % at 10 µM. actives 0.073% (n = 190,000);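 note: 0% = tracer peptide without compound and 100% = reference inhibitor peptide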
Target sequence (Q9HD36 whole entry, looked up): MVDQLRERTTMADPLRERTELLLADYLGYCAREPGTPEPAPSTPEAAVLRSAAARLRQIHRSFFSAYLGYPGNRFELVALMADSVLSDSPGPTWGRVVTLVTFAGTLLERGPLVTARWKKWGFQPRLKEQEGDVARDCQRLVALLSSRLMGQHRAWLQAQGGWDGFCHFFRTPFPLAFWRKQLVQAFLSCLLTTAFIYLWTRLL
RGS7-Gao reg = human RGS7-Galphao interaction regulation; actives 0.35% (n = 220,000); Multiplexed bead flow cytometry, RGS7-Galphao binding; actives lie on both sides; P09471; binding response (% of control), % at 10 µM; in the data active = binding response below about 49% or above about 150%; inconclusive = no clear call, values can overlap the other calls; inactive = in between;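 note: fluorescent Galphao held in activated GDP-AlF4 state binding bead-coupled RGS7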
Target sequence (P09471 whole entry, looked up): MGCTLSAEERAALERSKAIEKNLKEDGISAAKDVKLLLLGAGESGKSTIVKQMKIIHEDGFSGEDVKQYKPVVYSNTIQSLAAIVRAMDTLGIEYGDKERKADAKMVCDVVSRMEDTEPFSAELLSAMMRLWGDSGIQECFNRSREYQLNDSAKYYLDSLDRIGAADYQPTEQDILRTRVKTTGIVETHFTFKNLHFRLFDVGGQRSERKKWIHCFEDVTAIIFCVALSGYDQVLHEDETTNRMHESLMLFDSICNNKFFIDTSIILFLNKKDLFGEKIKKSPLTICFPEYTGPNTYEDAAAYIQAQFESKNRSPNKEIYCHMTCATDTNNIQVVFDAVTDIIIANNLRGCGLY
RGS8-Gao = regulators of human RGS8-Galphao interaction | P09471 | response (percent of control binding), % at 10 µM | AID 1423 | multiplexed bead flow cytometry, RGS8-Galphao binding; actives lie on both sides | actives 0.34% (n = 220,000); in the data active = response below about 60% or above about 140%; inactive = in between;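 note: Galphao activated as the GDP aluminium fluoride complex binding bead-coupled RGS8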
Mcl-1 Bim block = disrupts Bim peptide binding to human Mcl-1 | inhibition, % at 10 µM | AID 1009 | actives 0.1% (n = 190,000) | Bead-based flow cytometry, Bim peptide-Mcl-1 binding | Q07820;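 note: 0% = no compound tracer wells and 100% = peptide blocker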
Target sequence (Q07820 whole entry, looked up): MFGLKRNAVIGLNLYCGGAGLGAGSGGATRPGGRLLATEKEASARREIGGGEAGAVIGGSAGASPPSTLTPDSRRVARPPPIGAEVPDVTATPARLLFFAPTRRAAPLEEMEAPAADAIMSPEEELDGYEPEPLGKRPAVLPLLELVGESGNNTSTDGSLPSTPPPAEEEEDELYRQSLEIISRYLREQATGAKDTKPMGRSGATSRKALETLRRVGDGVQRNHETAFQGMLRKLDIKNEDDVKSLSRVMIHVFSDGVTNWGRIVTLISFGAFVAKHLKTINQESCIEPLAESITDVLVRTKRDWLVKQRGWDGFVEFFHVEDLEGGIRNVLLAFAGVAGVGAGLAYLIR
GSH fluor = compound fluoresces at 488/530 nm on GSH beads | GSH beads flow cytometry, compound fluorescence 488/530 nm; active compounds read high | fluorescence (KMESF) at 10 µM | actives 0.25% (n = 190,000) | AID 1776; in the data active = fluorescence above about 89;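 note: glutathione beads carrying GST-tagged Bcl family fusion proteins plus one bare bead set; values are compound well signal with DMSO vehicle wells as background; inactives centre near 16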
Bim-Bcl-XL = human Bim-Bcl-XL interaction inhibition; Bim peptide-Bcl-XL binding, bead flow cytometry, fluorescence; inhibition, % at 10 µM; actives 0.04% (n = 190,000)
Bim-Bcl-W = inhibitors of Bim-Bcl-W interaction, human. bead-based flow cytometry, Bim peptide-Bcl-W binding. inhibition, % at 10 µM. actives 0.02% (n = 190,000). AID 952;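 note: 0% = bound tracer without compound and 100% = peptide blocker; higher means less fluorescent Bim peptide bound to Bcl-W beads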
Bim-Bcl-2 = human Bim-Bcl-2 interaction inhibition; inhibition, % at 10 µM; P10415; actives 0.06% (n = 190,000); AID 950; Bead-based flow cytometry, Bim peptide-Bcl-2 binding; in the data active = inhibition above about 40%; inconclusive = no clear call, values can overlap the other calls;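 note: 0% = no compound wells with probe peptide and 100% = reference peptide inhibitor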
Mcl1-Bid inh = disrupts binding of human Mcl-1 to Bid peptide; TR-FRET Mcl-1/Bid-Dy647 peptide binding, 1536-well; inhibition, % at 21.7 µM; actives 0.97% (n = 220,000);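 active = compounds that cut the binding signal by more than half at the single screening dose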;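 note: His-tagged Mcl-1 with europium anti-His antibody binding Bid BH3 peptide; 0% = Mcl-1 plus peptide wells and 100% = peptide-only wells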
Bfl-1 Bim block = disrupts Bim binding to human Bfl-1; Bead-based flow cytometry, Bim-Bfl-1 binding inhibition; inhibition, % at 10 µM; Q16548; actives 0.12% (n = 190,000);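 note: 0% = wells without compound plus tracer and 100% = blocker peptide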
RGS4-Gao reg = modulates binding of RGS4 to human Galphao; actives 0.33% (n = 220,000); Multiplexed bead flow cytometry; actives lie on both sides; P09471; binding response (% of control), % at 10 µM; AID 1415; in the data active = binding response below about 49% or above about 150%; inactive = in between;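 note: fluorescent Galphao activated with aluminum fluoride binding bead-coupled RGS4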
Numbers without * were called inactive; ? = inconclusive; nt = not tested or not shown. Cut-off read from the data, not from the text of the source, unless noted: active = inhibition above about 40%.

entry	Bcl-B Bim block	RGS7-Gao reg	RGS8-Gao	Mcl-1 Bim block	GSH fluor	Bim-Bcl-XL	Bim-Bcl-W	Bim-Bcl-2	Mcl1-Bid inh	Bfl-1 Bim block	RGS4-Gao reg	Compound
1	-8	102	101	-5	19	-10	-4	-12	-9	-15	102	Cc1ccc(C(C)C)c(OCC(=O)N2CCOCC2)c1
2	-2	102	99	-4	24	-2	-2	-1	-28	0	100	CCN(CC)S(=O)(=O)c1cccc(NC(=O)C2SC(=Nc3ccc(C)cc3C)C(C(=O)NC(C)COC)=C2N)c1 (stereo not drawn)
3	-4	101	103	-4	21	-5	-1	-2	-1	-3	99	CCC(C(=O)NC1CCCC1)N(Cc1cccs1)C(=O)Cn1nnc(-c2ccc(OC)c(OC)c2)n1 (stereo not drawn)
4	-2	101	98	-5	11	-2	-2	1	-16	1	96	COCCCNC(=O)CSc1ccc(Cl)cc1
5	-6	102	104	0	12	-4	-1	-3	1	-4	100	OCCOCCOc1ccc(-c2nn[nH]n2)cc1
6	-12	98	100	-6	9	-8	-6	-13	-2	-11	101	Cc1ccc(N2CC(C(=O)N/N=C/c3sccc3C)CC2=O)cc1 (stereo not drawn)
7	0	101	84	0	80	0	2	2	-8	2	100	CC[N+](CC)(CCO)CCCN1C(=O)C2CC=C(Cl)CC2C1=O (stereo not drawn)
8	-5	90	97	-2	16	-4	-2	-2	3	-2	92	COc1cccc(COc2cc3ccccc3nc2C)c1
9	-1	98	98	0	73	-2	-4	-2	-41	-7	98	Cc1cccc(NC(=O)CSc2nc(C)c(CC(=O)c3ccc(Br)cc3)c(C)c2C#N)c1C
10	-2	101	100	3	29	-1	4	-4	8	-5	101	CCCCn1nc(CC(=O)O)c2ccccc2c1=O
11	-5	99	100	-1	58	-10	2	-10	-4	-9	102	Cc1nn(C)c(C)c1C(=O)NN
12	-4	97	98	0	7	-3	3	-7	-36	-8	97	COc1ccc(CN(Cc2ccccn2)S(=O)(=O)c2ccc(-n3cnnn3)c(OC)c2)cc1
13	-1	105	104	-1	11	0	-1	0	-18	0	108	COc1ccc(OC)c(Nc2nc(-c3sc(NC(=O)c4ccccc4)nc3C)cs2)c1
14	8	102	98	8	10	12	10	4	-30	14	101	CCOC(=O)c1[nH]c2ccc(OC)cc2c1NC(=S)N1CCN(c2ccc(F)cc2)CC1
15	-3	116	101	-1	37	-6	0	-10	-23	-10	103	CCC(Sc1nc(N)cc(=O)[nH]1)C(=O)NC(C(=O)OC)c1ccccc1 (stereo not drawn)
16	-5	105	100	0	16	-2	-5	-1	2	-2	99	CCOc1ccc2c(c1)C(c1ccc(C)cc1)=NNC(c1ccc(C)cc1)=N2
17	-2	94	99	-1	24	-1	2	-1	-7	-1	99	COc1ccc(CCNC(=O)CS(=O)(=O)c2cn(CC(=O)N3CCCC3)c3ccccc23)cc1OC
18	-1	96	100	0	66	-2	1	-4	-21	-4	99	Cc1ccnc(SCC(=O)n2c3c(c4ccccc42)CC(C)CC3)n1 (stereo not drawn)
19	-8	103	107	0	40	-6	-1	-6	-8	-13	106	CCOC(=O)C1CCN(S(=O)(=O)c2cccc3nonc23)CC1
20	-2	94	98	-3	4	-4	-3	-3	-58	-1	88	CC1(C)CC(=O)C(C=NCCN2CCN(C(=S)Nc3ccc(F)cc3)CC2)=C(O)C1
21	-2	99	101	-4	12	-5	-4	-1	-13	-2	98	CC(C)=C1SC(N2CCN(c3cccc(C(F)(F)F)c3)CC2)=NC1=O
22	-3	102	99	-3	9	-4	-3	-5	-2	-4	107	COCCNC(C(=O)Nc1ccc([N+](=O)[O-])cc1Br)c1ccccc1 (stereo not drawn)
23	6	?	103	-1	12	-2	-7	18	-2	11	102	CCOc1cc(/C=N/NC(=O)C(=O)Nc2cc(Cl)ccc2C)ccc1O
24	-15	101	101	-5	36	-25	-4	-10	100*	-16	98	Cc1csc(CCc2nc(C)cs2)n1
25	-7	nt	nt	2	27	-2	-2	-5	-38	-3	136	O=C(NCc1ccccn1)C1CCN(Cc2cnn(-c3ccccc3)c2-n2cccc2)CC1
26	-8	98	101	-1	31	-4	0	-9	-10	-7	105	O=C(NCCc1ccccc1F)[C@@H]1CSC2c3ccccc3C(=O)N21 (stereo partly drawn)
27	-9	109	107	0	44	-5	1	-10	-32	-11	105	CC(=O)Oc1ccc(N(C(C)=O)S(=O)(=O)c2cccs2)c2ccccc12
28	0	104	105	-3	30	-1	-4	-7	-4	5	108	Cc1cccc(C)c1NC(=O)N1CCC(n2cnc3ccccc32)CC1
29	-2	100	99	-2	11	0	-2	-5	-31	-7	98	Nc1nc(COc2ccc(F)cc2Cl)nc(N2CCCCC2)n1
30	-9	102	98	-4	12	-9	-4	0	-18	-1	99	O=C(c1cccc([N+](=O)[O-])c1)N1CCN(c2ccccn2)CC1
31	-12	102	106	-5	11	0	0	4	-55	16	102	Cc1cc(N2CCOCC2)ccc1/C=C\[N+](=O)[O-]
32	-6	101	102	-2	24	-4	2	-8	-21	-10	102	CCOC(=O)c1[nH]c(C)c(C(=O)NCc2ccc(C)cc2)c1C
33	1	103	100	0	16	2	-1	0	6	4	98	O=C(COC(=O)C1CC1)Nc1ccc2c(c1)OCO2
34	-9	102	102	-5	20	-8	-3	-2	-9	0	99	N=C1C(=O)OCC1c1ccccc1NC(=O)c1ccccc1 (stereo not drawn)
35	-3	95	101	-1	12	-2	-3	-3	-5	1	98	COc1ccc(N2CCN(CC(O)COc3ccc4c(c3)CCC4)CC2)cc1 (stereo not drawn)
36	-2	101	101	0	8	-1	1	-2	2	-7	100	Nc1nc(-c2cccnc2)nc2sc3c(c12)CCCC3
37	-7	102	105	0	54	0	-3	-4	5	-12	105	CCCn1c(SCC(=O)Nc2c(CC)cccc2CC)nnc1C(C)C
38	-7	101	101	-4	13	-4	-4	-1	35	-6	101	O=C(CNC1CCCCCC1)Nc1ccccc1N1CCCCC1
39	-4	?	101	2	19	-2	1	-5	-1	-6	103	COc1cc(OC)cc(C(=O)N[C@H](C(=O)Nc2nnc(C3CC3)s2)C(C)C)c1
40	0	105	98	-1	18	0	0	-1	8	0	105	C(=C\c1ccccc1)/CN1CCN(Cc2ccc3c(c2)OCCO3)CC1
41	0	106	102	0	16	-1	0	-3	-18	-3	105	O=C(O)c1ccc(Oc2c(C(F)(F)F)oc3cc(O)ccc3c2=O)cc1
42	-6	99	103	-2	13	-5	-5	-5	-16	-11	102	COc1ccc(N(CC(=O)NN=C2CCCC2)S(=O)(=O)c2ccccc2)cc1Cl
43	-8	98	99	-5	13	-8	-3	-5	10	-13	102	C[n+]1ccc(C(=O)N/N=C/c2ccco2)cc1
44	-8	96	100	0	26	-7	0	-7	2	-18	99	COC(=O)c1ccc(NC(=O)CSc2nncn2C)cc1
45	-5	103	100	-1	22	0	2	-2	1	-3	104	COc1ccc(S(=O)(=O)N2CCCCCC2)cc1C(=O)OCc1c(C)noc1C
46	-6	104	101	-1	26	-3	-1	-7	-4	-10	103	COCCNC(=O)CNC(=O)c1nn(-c2ccc(OC)c(Cl)c2)c(=O)c2ccccc12
47	-2	103	102	4	9	2	6	-3	19	-8	104	CCCc1nnc2n1N=C(c1ccc(OC)c(OC)c1)CS2
48	-6	103	102	-2	24	-5	0	-12	9	-11	102	O=C(Nc1nccs1)c1ccc(S(=O)(=O)N2CCCCC2)cc1
49	-3	99	103	0	37	-11	0	-3	-25	-8	102	O=C(O)c1ccc(NCc2cccnc2)cc1
50	-11	105	105	0	36	-8	0	-8	5	-13	106	COc1cc(/C=N/N2CCN(c3ccccc3OC)CC2)ccc1O

(next part)
entry	Bcl-B Bim block	RGS7-Gao reg	RGS8-Gao	Mcl-1 Bim block	GSH fluor	Bim-Bcl-XL	Bim-Bcl-W	Bim-Bcl-2	Mcl1-Bid inh	Bfl-1 Bim block	RGS4-Gao reg	Compound
51	-10	106	105	0	11	0	1	-4	-39	-1	103	O=C(NNc1nc2cc3c(cc2s1)OCCO3)c1ccc(F)cc1
52	-6	104	100	0	19	-2	0	1	-1	-4	102	Cc1ccc(NC(=O)CSc2nnc(-c3ccncc3)o2)cc1C
53	-3	95	84	-3	8	-4	-3	0	4	1	96	Cc1ccc(NS(=O)(=O)c2ccc(Cl)c(NC(=S)NC(=O)C3CCCCC3)c2)cc1Cl
54	-9	112	100	3	14	-2	0	-6	-36	-3	102	CCc1ccc(/C=N/NC(=O)c2cc(C)on2)s1
55	-6	103	99	-3	21	-11	-2	-2	-6	-16	98	COCCn1c(SCC(=O)N2CCCC2)nnc1C(C)C
56	-7	100	100	5	21	-1	1	-5	0	-8	100	COc1ccc(CCNC(=O)c2cnc3scc(C)n3c2=O)cc1OC
57	5	100	101	3	10	5	3	10	-45	7	102	Cc1ccc(CN2C(=O)NC(Cc3c[nH]c4ccccc34)C2=O)cc1 (stereo not drawn)

Copied from above: nos. 54 to 57
entry	Bcl-B Bim block	RGS7-Gao reg	RGS8-Gao	Mcl-1 Bim block	GSH fluor	Bim-Bcl-XL	Bim-Bcl-W	Bim-Bcl-2	Mcl1-Bid inh	Bfl-1 Bim block	RGS4-Gao reg	Compound
54	-9	112	100	3	14	-2	0	-6	-36	-3	102	CCc1ccc(/C=N/NC(=O)c2cc(C)on2)s1
55	-6	103	99	-3	21	-11	-2	-2	-6	-16	98	COCCn1c(SCC(=O)N2CCCC2)nnc1C(C)C
56	-7	100	100	5	21	-1	1	-5	0	-8	100	COc1ccc(CCNC(=O)c2cnc3scc(C)n3c2=O)cc1OC
57	5	100	101	3	10	5	3	10	-45	7	102	Cc1ccc(CN2C(=O)NC(Cc3c[nH]c4ccccc34)C2=O)cc1 (stereo not drawn)
